# FXIIa inh = inhibitors of human coagulation factor XIIa. inhibition, % at 10 µM. 33,000 tested, 0.2% active. purified human FXIIa, AMC substrate fluorescence, 2 h. AID 701. P00748; in the data active = inhibition above about 30%;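 also: 0% = enzyme with vehicle only and 100% = no enzyme blank; many of its hits are not listed in these tables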
# FXIa single inh = blocks human coagulation factor XIa activity. P03951. purified human FXIa, fluorogenic AMC substrate cleavage. inhibition, % at 10 µM. 33,000 tested, 0.3% active. AID 687;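 active = inhibition above 40% in the primary screen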;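 also: 0% = enzyme without compound and 100% = blank wells lacking enzyme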
# Target sequence (P03951 19-387 limits assumed): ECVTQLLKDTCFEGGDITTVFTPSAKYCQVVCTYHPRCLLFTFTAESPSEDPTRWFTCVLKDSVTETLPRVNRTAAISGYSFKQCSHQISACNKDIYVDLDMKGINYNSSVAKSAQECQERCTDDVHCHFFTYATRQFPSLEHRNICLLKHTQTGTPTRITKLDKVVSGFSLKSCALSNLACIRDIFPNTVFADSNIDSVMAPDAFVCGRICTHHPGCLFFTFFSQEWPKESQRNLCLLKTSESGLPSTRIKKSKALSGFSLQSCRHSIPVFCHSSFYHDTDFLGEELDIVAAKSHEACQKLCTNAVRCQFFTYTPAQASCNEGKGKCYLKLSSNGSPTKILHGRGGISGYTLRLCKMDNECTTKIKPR
# Target sequence (P03951 388-625 limits assumed): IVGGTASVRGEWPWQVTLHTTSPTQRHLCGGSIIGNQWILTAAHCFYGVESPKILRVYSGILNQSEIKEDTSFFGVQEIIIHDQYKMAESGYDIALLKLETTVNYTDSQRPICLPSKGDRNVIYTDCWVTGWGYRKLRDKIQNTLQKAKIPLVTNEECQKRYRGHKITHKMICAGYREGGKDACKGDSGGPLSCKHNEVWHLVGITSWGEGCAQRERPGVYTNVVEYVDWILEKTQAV
# Active calls of the source: *. An excerpt, so the mix of outcomes need not match the whole.
# Value order – FXIIa inh | FXIa single inh
CSCCOC(=O)C1=C(C)Nc2ccc(C)cc2S1
  7.9 | 3.1
COC(=O)CSC1=C(C#N)C(c2ccc3c(c2)OCO3)C2=C(CCCC2=O)N1 (stereo unspecified)
  4.2 | 6.8
CCOc1ccc(C2C(C(=O)c3ccco3)=C(O)C(=O)N2CCCn2ccnc2)cc1 (stereo unspecified)
  8.4 | 1.9
CCCc1cc(N2CCN(C(=O)c3ccco3)CC2)n2c(nc3ccccc32)c1C#N
  2.9 | -7.5
CCc1c(C)[nH]c2c(C)cccc2c1=O
  8.2 | 0.7
CN(C(=O)CSc1nnc2ccccn12)C1CCS(=O)(=O)C1 (stereo unspecified)
  10.6 | -3.1
O=c1[nH]c2cc3c(cc2cc1CN(CCO)S(=O)(=O)c1ccccc1Cl)OCCO3
  -1.8 | -1.0
CCCCC1CCC(C(=O)Nc2ccccc2)CC1 (stereo unspecified)
  -13.3 | 23.1
CCc1ccc(N2C(=O)c3sc4nnc(-c5ccccc5)c(=O)n4c3C2=O)cc1
  12.2 | -4.5
CN1c2ccccc2-c2nc3ccccc3n2C1c1ccco1 (stereo unspecified)
  -17.4 | -7.5

# Some of these compounds in order of SMILES length, high to low.
# Value order – FXIIa inh | FXIa single inh
O=c1[nH]c2cc3c(cc2cc1CN(CCO)S(=O)(=O)c1ccccc1Cl)OCCO3
  -1.8 | -1.0
CCOc1ccc(C2C(C(=O)c3ccco3)=C(O)C(=O)N2CCCn2ccnc2)cc1 (stereo unspecified)
  8.4 | 1.9
COC(=O)CSC1=C(C#N)C(c2ccc3c(c2)OCO3)C2=C(CCCC2=O)N1 (stereo unspecified)
  4.2 | 6.8
CN1c2ccccc2-c2nc3ccccc3n2C1c1ccco1 (stereo unspecified)
  -17.4 | -7.5

# (further entries)
# Value order – FXIIa inh | FXIa single inh
CCCCC(=O)NC(=S)NNC(=O)CC#N
  9.3 | 10.0
Cc1cc(=O)oc2cc(OCC(=O)N3CC(C)OC(C)C3)ccc12 (stereo unspecified)
  1.7 | 2.4
c1ccc(COc2cccc(CNn3cnnc3)c2)cc1
  2.1 | -5.4
O=[N+]([O-])c1ccc2c(c1)oc1ccccc12
  3.9 | 0.4
O=S(=O)(c1ccc2oc3ccc(S(=O)(=O)N4CCCC4)cc3c2c1)N1CCCC1
  -13.7 | 2.5
Cc1cccc(CSc2nnnn2-c2ccccc2)c1
  -7.9 | 0.1
CCOc1ccccc1NC(=O)c1cnc2n(c1=O)CCS2
  6.2 | 5.1
CCOC(=O)c1c(NC(=O)Cn2nnc(-c3ccc(Cl)cc3)n2)sc(CC)c1C
  0.8 | -8.3
COc1cc2c(cc1OC)CN(C(=O)CCCOc1ccc(Cl)cc1Cl)CC2
  8.7 | 6.5
Cc1cc(NC(=O)c2cccc(F)c2)ncc1NC(=O)c1ccco1
  4.6 | -1.9
Nn1c(Cc2cccc3ccccc23)nnc1SCC(=O)N1CC(=O)Nc2ccccc21
  12.1 | 0.3
O=C(NCc1ccco1)c1nc2c(nnn2Cc2cccc(Cl)c2)c(=O)[nH]1
  6.3 | -7.7
CCC(=O)Nc1nnc(SCc2ccc(F)cc2)s1
  4.0 | 2.2
CCOC(=O)c1c(C)[nH]c(C)c1C(=O)CSc1nnc(-c2ccc(OC(F)F)cc2)o1
  8.2 | -3.7
CN(C)CCn1c(NC(=O)c2ccc(Cl)cc2)nc2ccccc21
  -0.1 | -5.4
COc1ccc(CCNC(=O)CNCC2CCCO2)cc1OC (stereo unspecified)
  4.0 | -4.3
CC(C)(C)n1nnnc1C(c1cccs1)N(Cc1ccc(Cl)cc1)CC1CCCO1 (stereo unspecified)
  7.8 | 3.2
Cc1ccc(-c2nnc(SCC#CCOC(=O)c3ccco3)o2)cc1
  -4.3 | -2.4
N#CC1=C(SCc2ccccc2)NC2=C(C(=O)CCC2)C1c1ccc2c(c1)OCO2 (stereo unspecified)
  -3.6 | -4.3
COc1ccc(N2CCN(C(CNS(=O)(=O)c3cccs3)c3cccnc3)CC2)cc1 (stereo unspecified)
  3.1 | -2.0

# Molecules listed so far that contain a cyano group:
# Value order – FXIIa inh | FXIa single inh
COC(=O)CSC1=C(C#N)C(c2ccc3c(c2)OCO3)C2=C(CCCC2=O)N1 (stereo unspecified)
  4.2 | 6.8
CCCc1cc(N2CCN(C(=O)c3ccco3)CC2)n2c(nc3ccccc32)c1C#N
  2.9 | -7.5
CCCCC(=O)NC(=S)NNC(=O)CC#N
  9.3 | 10.0
N#CC1=C(SCc2ccccc2)NC2=C(C(=O)CCC2)C1c1ccc2c(c1)OCO2 (stereo unspecified)
  -3.6 | -4.3

# Carrying on.
# Value order – FXIIa inh | FXIa single inh
CN1CCCC1CCNS(=O)(=O)c1ccc(Br)cc1 (stereo unspecified)
  -18.5 | -0.5
CCOc1ccc(C/C(N)=N/n2cnnc2)cc1
  1.6 | -5.6
CNCCC=C1c2ccccc2CCc2ccccc21
  8.5 | 7.5
COC(=O)c1c(C#N)c(N)nc2c1CCCC2
  -22.2 | 3.0
O=c1cc(O)c(-c2cccc(Cl)c2)c(Cl)[nH]1
  8.4 | 3.0
CC(C)Cn1c(CCCNC(=O)c2ccc(F)cc2)nc2ccccc21
  6.5 | 4.9
COc1ccc(/C(N)=N/OC(=O)CSc2ccc(C)cc2)cc1
  6.2 | -8.0
CS(=O)(=O)Nc1ccc(C(=O)NCCSC2CCCCC2)cc1
  4.5 | -4.6
CC(NC(=O)C1CCCCC1)c1ccc2c(c1)OCCO2 (stereo unspecified)
  -12.7 | 0.9
CC1=CC(C)(C)N2C(=O)C3(C(C#N)=C(N)Oc4cc(O)ccc43)c3c(C)c(C)cc1c32 (stereo unspecified)
  6.2 | -5.0
COc1ccc(C(=O)NC(C)c2nnc(SCC(=O)Nc3nc(C)cs3)n2C)cc1 (stereo unspecified)
  6.3 | -5.2
CCCc1nnc(NC(=O)CSc2ncn[nH]2)s1
  2.8 | 2.8
Cc1cc(C)cc(OCC(=O)OCC(=O)c2c(N)n(C)c(=O)n(C)c2=O)c1
  2.2 | 18.4
CCCCN(Cc1cc2ccccc2[nH]c1=O)C(=O)c1ccccn1
  17.1 | -2.9
Cc1cc(C)cc(-n2c(O)c(C=NC3CCS(=O)(=O)C3)c3ccccc3c2=O)c1 (stereo unspecified)
  5.9 | 1.1
c1ccc2cc(-c3cc4ccccn4c3)ccc2c1
  3.9 | 6.6
CCC(C)(C)NC(=O)CN(Cc1cccs1)C(=O)CNS(=O)(=O)c1ccc(C)cc1
  7.8 | -1.8
O=C(O)C1CC=CCC1C(=O)N1CCN(c2nc(-c3ccccc3Cl)c3cc(Br)ccc3n2)CC1 (stereo unspecified)
  2.6 | 1.5
CC(=O)Cn1cnc2sc(-c3ccccc3)cc2c1=O
  5.6 | -6.8
COC(=O)c1cn(NC(=O)c2ccc(F)cc2)c(=O)c2ccccc12
  -9.4 | -12.2
CC(Cc1ccccc1)NC(=O)CSc1nc2nc3c(cc2c(=O)n1-c1ccccc1)COC(C)(C)C3 (stereo unspecified)
  6.0 | -11.4
CC(C)(C)c1cc(C(F)(F)F)nc(SCCCNC(=O)c2ccco2)n1
  2.3 | -4.8
CCOc1ccc(CCNC(=O)c2cccnc2N2CCCC2)cc1OCC
  -0.1 | 3.4
O=C(CSc1nnc(-c2cccnc2)n1Cc1ccco1)N1CCc2ccccc21
  9.0 | -1.1
CCCc1cc(-c2n[nH]c(C(=O)OCC)c2-c2cscn2)c(O)cc1O
  4.8 | -3.0
CCCc1c(O)c2ccccc2[nH]c1=O
  4.5 | 5.7
CCCc1cc(O)c2c(C)cc(=O)oc2c1
  9.0 | 0.0
CCCCCOc1ccc2oc(=O)c3c(c2c1)CCCN3C(=O)CN1CCCC(C(=O)OCC)C1 (stereo unspecified)
  6.0 | -5.0
CCOc1cc(OCC)cc(C(=O)O)c1
  -9.5 | -15.4
CCOC(=O)Nc1cc(C(=O)OC)cc(C(=O)OC)c1
  7.8 | 6.2
COc1ccccc1-c1nc2n(n1)C(c1cccs1)C(C(=O)Nc1cccnc1)=C(C)N2 (stereo unspecified)
  2.6 | -1.0
CSC1=N/C(=C\c2cccc(F)c2)C(=O)S1
  11.6 | 0.7
Cc1oc(-c2ccccc2Cl)nc1Cn1cccc1C1=NC(c2ccccc2)CO1 (stereo unspecified)
  1.5 | -0.4
O=C(O)CNc1nc(-c2ccccc2)nc2ccccc12
  4.9 | 7.9
CCCNC(=O)c1ccc(OC)cc1OC
  0.2 | -3.9
Cn1cc(C(=O)NCN2CCCCC2)c2ccccc21
  0.7 | 2.5
Cn1c(=O)c2c(nc(CN3CCN(c4ccccc4F)CC3)n2CCCc2ccccc2)n(C)c1=O
  4.2 | -1.9
CCCOP(=O)(c1ccc(N(C)C)cc1)C(O)c1cccnc1 (stereo unspecified)
  9.2 | -9.4
COc1ccc(NC(=O)Nc2ccc(N(C)C)cc2)cc1
  -3.5 | -5.4
CC(C)CC(=O)N1CCN(S(=O)(=O)c2ccccc2)CC1
  -2.7 | -7.9

# Later entries.
smiles	FXIIa inh	FXIa single inh
COC(=O)c1ccccc1S(=O)(=O)N1Cc2cc([N+](=O)[O-])ccc2Oc2ccccc21	5.3	9.4
COc1ccc(OC)c(NC(=O)CSc2ncccn2)c1	5.5	-4.3
CCN(CC)CCN1C(=O)C(=O)/C(=C(/O)c2ccncc2)C1c1ccccc1 (stereo unspecified)	10.7	0.8
CC1SC(c2ccccc2Cl)NC1=O (stereo unspecified)	-4.6	-5.8
Cc1ccccc1NC1=C(Cl)C(=O)OC1OC(=O)c1ccco1 (stereo unspecified)	1.7	-4.5
CCOC(=O)C1=C(CSCc2ccccc2)NC(=O)NC1c1cc(C)ccc1C (stereo unspecified)	-9.2	19.9
NC(=O)CSc1nnc(-c2ccc(S(=O)(=O)N3CCOCC3)cc2)n1CC1CCCO1 (stereo unspecified)	3.2	-2.8
Cc1onc(-c2ccccc2Cl)c1C(=O)NCCN1CCOCC1	4.4	3.7
COc1cccc(C(=O)NC2CCN(CC(=O)Nc3nccs3)CC2)c1	3.1	-3.5
CCSc1sccc1C1C(C#N)=C(N)N(c2cccnc2)C2=C1C(=O)CC(C)(C)C2 (stereo unspecified)	5.5	0.9
Nc1nc(CSc2ccccn2)nc(Nc2ccccc2)n1	13.4	0.2
CS(=O)(=O)N1CCN(c2ncccn2)CC1	-1.1	-0.7
CC1(O)c2ccccc2C(=O)N1Cc1ccccc1 (stereo unspecified)	8.6	0.6
CCOC(=O)N1CCN(CC(O)COC2CC(C)CCC2C(C)C)CC1 (stereo unspecified)	-11.8	24.7
CCN1CCN(C(=O)c2c(-c3c(F)cccc3Cl)noc2C)CC1	6.5	7.0
Cc1nn(CCC(=O)O)c(C)c1C	8.0	9.6
Cc1ccc2nc(-c3ccccn3)cc(C(=O)NC3CCN(C)CC3)c2c1	3.7	-4.6
COc1ccc(CNC(=O)CN(Cc2ccc(C)cc2)S(=O)(=O)c2ccc(Cl)cc2)cc1	2.4	13.9
COC(=O)c1ccc(Oc2nc(C(N)=O)cc(-c3ccccc3)n2)cc1	6.6	5.2
Cc1nc2ccccc2c2c1C(=O)N(Cc1cccnc1)C2=O	5.3	11.2
COCC(C)OC(=O)c1c(N)n(CC(C)C)c2nc3ccccc3nc12 (stereo unspecified)	-27.9	0.7
CCOC(=O)C1CCCN(c2c(NCCN3CCCCC3CC)c(=O)c2=O)C1 (stereo unspecified)	1.6	1.0
CN(C)S(=O)(=O)N(CC(=O)N(Cc1ccccc1)Cc1ccccc1)c1ccccc1	-13.8	28.2
CC(=O)Nc1cccc(Oc2ccc(-c3noc(C)n3)cc2)c1	3.7	-5.7
O=c1c2ccccc2nc(SCc2nc3ccccc3s2)n1Cc1ccco1	4.4	1.6
CCOC(=O)C1CCN(C(=O)c2sc3ncnc(N4CCC(C)CC4)c3c2C)CC1	4.0	-0.4
COC(=O)c1c(-c2ccc(OC)c(OC)c2)csc1N	5.8	-1.0
Cc1ccc(CCNC(=O)CN2CCN(Cc3ccccc3F)C2=O)cc1	7.0	7.8
Cc1ccccc1-n1c(SCC(=O)Nc2ccc3c(c2)OCO3)nnc1-c1ccccn1	-1.5	-2.8
Cc1ccc(C2=NN3C(C2)c2ccccc2OC32C(=O)Nc3ccccc32)cc1 (stereo unspecified)	9.3	7.0
c1ccc(Cn2ccc(-c3cnc(-c4ccccc4)s3)n2)cc1	-18.1	1.0
C=CCn1c(SCC(=O)Nc2cccc3ccccc23)nc(O)c(CC)c1=O	7.4	-11.4
CC(=O)Nc1ccc2c(c1)nc1n2CCOC1	2.3	9.2
CCNc1nc(Cl)nc(N(NC(C)=O)C(C)CC)n1 (stereo unspecified)	3.2	-6.8
OC(CC1CC12c1ccccc1-c1ncccc12)(c1ccccc1)c1ccccc1 (stereo unspecified)	13.2	-0.4
CC1(C)N=C(c2ccccc2)C(=O)N1	3.4	4.6
CCOC(=O)c1c(-c2ccccc2)oc2ccc(O)c(CN(C)C)c12	-6.8	20.8
COc1cc(C(=O)OCC(=O)NCc2ccccc2)cc(NC(=O)c2ccco2)c1OC	-6.5	-4.9
NC(=O)CSc1ncnc2c1oc1ccccc12	6.2	-0.6
COc1ccc(C2C(C(=O)N3CC(C)CC(C)C3)c3ccccc3C(=O)N2C)cc1 (stereo unspecified)	-16.1	-2.1
Cc1ccnc(Sc2ncccc2[N+](=O)[O-])n1	-1.3	1.1
CC(=O)c1cn(CC(=O)NCc2ccco2)c2ccccc12	6.1	-9.3
O=C(O)c1ccc(-n2nnnc2SCc2ccccc2)cc1	9.1	1.5
c1ccc2c(c1)ncn2CCOCCOCCn1cnc2ccccc21	13.3	-3.8
CCOC(=O)c1c(C(F)(F)F)nc2ncccn12	2.4	-3.3
CCOC(=O)c1c(N)sc(C(C)=O)c1C	7.1	5.4
CC(=O)Oc1ccc2c(c1)OC(c1ccccc1)CC21CC(C)(C)NC(=S)N1 (stereo unspecified)	-6.9	-11.1
O=C(CCN1C(=O)COc2ccccc21)NCCCN1CCc2ccccc2C1	-10.8	23.0
CCCCC(CC)Cn1c2nc3ccccc3nc2c2c(=N)oc(C)nc21 (stereo unspecified)	-13.9	0.0
Cc1ccc(S(=O)(=O)N2CCCC(C(=O)Nc3ccc(NC(=O)c4ccccn4)cc3)C2)cc1 (stereo unspecified)	6.8	0.1
Cc1ccccc1OC(C)C(=O)NC1CCCC1 (stereo unspecified)	11.6	2.4
CN(Cc1ccccc1)C(=O)Nc1ccccc1	4.1	-5.1
